GalR3 antagonist – blocks the human galanin receptor 3; HEK293 GalR3-CNG cAMP membrane potential fluorescence; galR3 body fused to GalR1 C-terminus; inhibition, % at 3 µM; actives 0.44% (n = 360,000);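 active means inhibition above the screen-wide average plus 3 SD, cut at about 13% in these data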;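 further: forskolin and galanin both at EC90 stimulate the cells; cAMP rise reported by CNG channel membrane potential dye signal; 0% = forskolin plus galanin with DMSO and 100% = forskolin alone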
IDE cell activ – IDE (human) activation, cell-based. P14735. HEK cells, FAbeta-B cleavage, fluorescence polarization; 0% vehicle, 100% cell-free pure enzyme wells. activation, % at 5.96 µM. actives 0.073% (n = 340,000). AID 493087;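 active means activation above the mean of all tested compounds plus 3 SD, set per screening campaign, cut at about 17% in these data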
Target sequence (P14735 whole entry, looked up): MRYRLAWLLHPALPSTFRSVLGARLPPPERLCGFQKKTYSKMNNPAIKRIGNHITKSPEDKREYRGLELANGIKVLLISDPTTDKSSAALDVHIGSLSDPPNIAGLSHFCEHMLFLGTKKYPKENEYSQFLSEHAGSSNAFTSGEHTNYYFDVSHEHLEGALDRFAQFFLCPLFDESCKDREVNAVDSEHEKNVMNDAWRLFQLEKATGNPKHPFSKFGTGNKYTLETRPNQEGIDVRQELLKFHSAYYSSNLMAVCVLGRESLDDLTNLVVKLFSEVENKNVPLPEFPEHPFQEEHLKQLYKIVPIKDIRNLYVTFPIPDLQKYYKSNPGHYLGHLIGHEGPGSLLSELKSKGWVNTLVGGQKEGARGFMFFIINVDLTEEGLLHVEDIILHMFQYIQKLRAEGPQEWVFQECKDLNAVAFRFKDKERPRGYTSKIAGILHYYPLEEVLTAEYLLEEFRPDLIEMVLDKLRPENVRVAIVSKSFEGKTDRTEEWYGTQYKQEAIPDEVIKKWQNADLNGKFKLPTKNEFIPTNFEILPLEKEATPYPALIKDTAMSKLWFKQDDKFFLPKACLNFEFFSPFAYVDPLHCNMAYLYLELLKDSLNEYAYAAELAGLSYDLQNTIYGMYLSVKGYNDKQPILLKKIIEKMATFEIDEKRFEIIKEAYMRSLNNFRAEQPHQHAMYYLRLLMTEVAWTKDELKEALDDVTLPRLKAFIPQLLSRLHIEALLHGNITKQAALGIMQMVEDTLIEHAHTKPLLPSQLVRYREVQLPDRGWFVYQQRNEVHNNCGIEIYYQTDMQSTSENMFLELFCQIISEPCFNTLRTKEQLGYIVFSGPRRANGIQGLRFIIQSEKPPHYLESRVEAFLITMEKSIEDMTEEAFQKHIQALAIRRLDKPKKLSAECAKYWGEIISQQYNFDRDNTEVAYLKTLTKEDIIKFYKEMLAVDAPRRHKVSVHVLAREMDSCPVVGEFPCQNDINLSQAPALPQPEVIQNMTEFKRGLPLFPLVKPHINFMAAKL
MEKK3 PB1 HTS – raises or lowers MEK5 binding to the human MEKK3 PB1 domain | bead-based flow cytometry, Alexa488-MEK5 binding to MEKK3; actives lie on both sides; 0 = blocked by unlabeled MEK5, 100 = vehicle | binding response (% of control), % at 10 µM | AID 1529 | actives 1.4% (n = 290,000) | Q99759;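 active means binding response more than 3 SD above or below the average of its plate-row segment, actives on both sides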;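 further: Alexa488 bead fluorescence after subtracting the streptavidin-only scavenger bead signal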
CRFBP-R2 agonist – CRF-BP/CRF-R2 complex agonism; HEK293 CRF-R2/CRF-BP, calcium dye fluorescence (FLIPR); percent of saturating CRF peptide response; AID 588473; activation, % at 13.2 µM; actives 0.46% (n = 350,000);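 active means activation of at least 50%, plus an integration ratio under a set limit after plate pattern correction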;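 further: plate controls were neutral control wells without compound for no effect and CRF at EC100 for full effect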
CRFR2-BP antag – antagonists of CRF-binding protein/CRF-R2 receptor complex. HEK293 CRF-R2/CRF-BP, CRF-induced calcium fluorescence. inhibition, % at 11.8 µM. actives 0.59% (n = 350,000). AID 588475;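 active means inhibition of the ligand-induced calcium signal above about 50% at the single tested concentration, limit read from the data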
p-CIP stab down – lowers stability of the mouse p/CIP coactivator protein; Q05BA5; F442A p/CIP-EGFP cells, EGFP fluorescence, 16 h; decrease of EGFP signal, % at 10 µM; actives 0.01% (n = 290,000); AID 1984;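 active means EGFP signal decrease of at least 30% at 10 µM or well 3 SD below plate mean, unless failing retest; inactive means the rest, including hits failing retest or dose response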; further: some compounds called inactive have numbers as strong as hits; many of its hits are not listed in these tables
M4 PAM – potentiates acetylcholine response at human M4 receptor; P08173; CHO-K1 hM4/Gqi5, Fluo-8 calcium fluorescence, ACh EC20; 0% = ACh EC20, 100% = maximal ACh; activation, % at 3 µM; actives 0.4% (n = 360,000);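 active means activation above its plate's cutoff, the mean activation of sample wells plus 3 SD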; further: some results filed as inactive read as strong as hits
PHOSPHO1 inh – PHOSPHO1 (human) inhibition; Q8TCT1; recombinant PHOSPHO1, absorbance phosphatase assay; inhibition, % at 13.3 µM; actives 1.1% (n = 290,000); in the data active means inhibition above about 60%
IDE inh – cellular human IDE inhibition. HEK cells, FAbetaB cleavage, fluorescence polarization. AID 434962. inhibition, % at 5.59 µM. actives 0.41% (n = 320,000);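 active means percent inhibition above the average of all tested compounds plus 3 SD, set per screening campaign, cut at about 16% in these data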;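 further: IDE supplied by intact live HEK cells; FP after avidin binding of uncleaved biotin substrate so inhibition keeps polarization high; 0% = DMSO wells and 100% = 60 µM reference IDE inhibitor Ii1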
* = called active by the depositor; / = not tested or not shown. The order is random. About 4.2% of those tested had a hit in this group.

#	Molecule	GalR3 antagonist	IDE cell activ	MEKK3 PB1 HTS	CRFBP-R2 agonist	CRFR2-BP antag	p-CIP stab down	M4 PAM	PHOSPHO1 inh	IDE inh
1	O=C1NC(c2cccc(Cl)c2)Oc2ccccc21 (stereo unspecified)	-8	5	99	-2.7	-32	-14	6	-133	-3
2	CNC(=O)c1cccn1-c1ccsc1C(=O)OC	3	1	99	-0.7	1	10	6	9	-2
3	CCCc1cc(=O)oc2cc(C)c(CN3CCCC3)c(O)c12	-3	-1	/	1.9	3	-10	5	-18	2
4	C=CCc1c(C)nc2c(C(=O)O)cnn2c1C	/	0	108	-3.4	0	-1	5	-9	-3
5	O=C(NS(=O)(=O)c1ccc(Cl)cc1)c1ccccc1	-4	0	104	-2.5	-7	6	10	9	0
6	COc1ccccc1CN1CC(C(=O)N(C)CCc2nc3ccc(F)cc3[nH]2)CCC1=O (stereo unspecified)	6	4	103	-0.3	-4	-14	-1	64*	-6
7	Cc1ccccc1C(=O)NNC(=O)C12CC3CC(CC(C3)C1)C2	0	2	94	-0.9	0	-4	2	19	-3
8	CN(C(=O)c1cccc(NC(=O)Cc2cccc(NC(=O)C3CCN(C(=O)C4CCCCC4)CC3)c2)c1)C1CC1	-7	4	/	-0.5	3	/	-1	/	/
9	CC1CCN(C(=O)CSc2nc3c(c(=O)n(C)c(=O)n3C)n2C)CC1	-9	2	101	-0.2	-5	-14	-5	15	0
10	COc1ccc(OC)c(/C=N/NC(=O)c2ccc(N(C)S(=O)(=O)c3ccccc3)cc2)c1	-4	5	92	1.0	-1	-2	-9	-32	-5
11	O=C(CCNC(=O)c1ccc(Br)cc1)NCc1ccco1	-3	1	/	-1.4	-16	/	5	/	0
12	COc1ccccc1C(=O)NCC(=O)NCCSc1ccc(Br)cc1	-4	1	/	-2.6	7	/	-2	/	-1
13	CC[C@H](C)[C@H](NC(N)=O)C(=O)Nc1ccccc1F	2	3	100	-0.6	0	15	17	-2	-8
14	COC(=O)CN(c1nc(C)cc(OC)n1)S(=O)(=O)c1ccc(C)cc1	-6	3	98	-2.1	3	7	-1	9	3
15	Cc1cccc(-c2nnc(SCC3CNC(=O)O3)n2-c2ccc(Cl)cc2)c1 (stereo unspecified)	-8	1	101	-0.7	18	-18	4	37	-3
16	OCC1(CC2CCCCO2)CCN(Cc2nc3ccccc3[nH]2)CC1 (stereo unspecified)	-6	6	96	-0.1	-1	-4	4	8	-4
17	COc1ccc(NC(=O)C[C@H]2C(=O)N(c3ccc(Br)cc3)C[C@@H]2C)cc1	-5	/	/	0.7	1	/	-6	/	/
18	COc1ccc(C(=S)N2CCOCC2)cc1OC(=O)c1cccc([N+](=O)[O-])c1	-5	-7	100	-0.6	-2	-3	3	3	0
19	O=C(NCC(=O)N(c1ccc(F)cc1)C(C(=O)NC1CCCCC1)c1ccncc1)c1ccco1 (stereo unspecified)	-7	3	100	-1.0	1	-5	3	22	1
20	CCn1cc(CNC(=O)c2ccc(Cl)c([N+](=O)[O-])c2)c(C)n1	2	2	98	-0.4	14	-3	-4	-19	1
21	O=C(CSc1ccc(-c2ccco2)nn1)Nc1ccc(F)cc1F	-2	-3	103	-1.2	-6	4	4	51	2
22	CCCn1nnc(NC(=S)NC(=O)/C=C/c2ccco2)n1	-1	0	105	1.9	-4	-11	2	32	1
23	O=C(CSCc1ccc([N+](=O)[O-])cc1)Nc1cccc(C(=O)Nc2ccccc2C(=O)O)c1	-3	0	104	-2.5	20	-22	5	32	1
24	Cc1cnnn1-c1ccc(C(=O)CCl)cc1	-3	4	102	0.0	24	-14	8	22	5
25	Cc1cc(C)nc(NCCCc2ccccc2)n1	-4	0	102	0.3	34	4	9	-20	-2
26	CN1CCN(c2ccccc2NC(=O)c2ccc3c(c2)OCCO3)CC1	-8	2	100	0.5	2	-8	2	19	-5
27	COC(=O)c1cc(NC(=O)Nc2cc(OC)ccc2OC)cc(C(=O)OC)c1	-3	2	102	-0.8	1	6	0	-7	1
28	CCOC(=O)c1c(C)[nH]c(O)c1C=Nc1ccccc1	0	-2	109	18	-16	2	-1	36	1
29	CC(NC(=O)C(c1ccccc1)c1ccccc1)C(=O)N1CCCCC1 (stereo unspecified)	-6	7	97	-1.2	1	6	10	38	-1
30	COC(=O)C(Cc1ccccc1)NC(=O)CNC(=O)c1ccc(Br)o1 (stereo unspecified)	-7	2	/	0.2	-1	/	6	/	-2

Single values from the list.
compound 5 in M4 PAM = 10
compound 29 in GalR3 antagonist = -6

Grouped by structure: the entries above with a COOH group
#	Molecule	GalR3 antagonist	IDE cell activ	MEKK3 PB1 HTS	CRFBP-R2 agonist	CRFR2-BP antag	p-CIP stab down	M4 PAM	PHOSPHO1 inh	IDE inh
4	C=CCc1c(C)nc2c(C(=O)O)cnn2c1C	/	0	108	-3.4	0	-1	5	-9	-3
23	O=C(CSCc1ccc([N+](=O)[O-])cc1)Nc1cccc(C(=O)Nc2ccccc2C(=O)O)c1	-3	0	104	-2.5	20	-22	5	32	1

(cont.)
#	Molecule	GalR3 antagonist	IDE cell activ	MEKK3 PB1 HTS	CRFBP-R2 agonist	CRFR2-BP antag	p-CIP stab down	M4 PAM	PHOSPHO1 inh	IDE inh
31	C[C@@H]1CN([C@@H](C)CO)C(=O)CCCn2nncc2CO[C@@H]1CN(C)S(=O)(=O)c1ccc(C#N)cc1	-1	/	/	-1.2	7	/	9	/	/
32	Cc1cc(C(=O)NC2CCCc3c2cnn3-c2cccc(C)c2C)n(C)n1 (stereo unspecified)	100*	1	99	-1.7	-12	-12	-7	46	0
33	Cc1cccc(C(=O)NNC(=O)CN2C(=O)c3ccccc3C2=O)c1	-3	4	98	0.2	-1	-9	-8	-2	-1
34	Cc1ccc2cc(C(c3nnnn3Cc3ccccc3)N3CCN(c4ccccc4)CC3)c(=O)[nH]c2c1 (stereo unspecified)	-4	6	92	1.0	5	-1	-13	-44	3
35	Cc1ccnc(NS(=O)(=O)c2cc(C(F)(F)F)ccc2Cl)c1	-6	/	100	/	/	0	/	20	-8
36	Cc1cc(C)c(NC(=S)NCC2CCN(C(C)c3ccccc3)C2)c(C)c1 (stereo unspecified)	-5	-6	103	-0.1	-12	0	-7	36	2
37	Cc1ccc(Cl)cc1NC1=NC(=S)N(C(C)C)C12CCCCC2	-4	6	105	-0.9	-7	6	2	11	0
38	N#CCCN(C(=S)NC(=O)c1ccco1)c1ccccc1F	-9	4	102	-1.1	2	0	-2	37	4
39	CC(C)(C)CN1CCC(Oc2cccc(C(=O)NCCCOc3cccnc3)c2)CC1	-3	1	102	-0.8	-13	2	-15	50	3
40	C=CCNC1=C(Cl)C(=O)N(Cc2ccccc2)C1=O	-9	-2	98	0.8	-12	6	-14	8	2
41	COc1cc(CN2CCc3c([nH]c4ccccc34)C2)cc(OC)c1	-3	-3	110	6.9	-13	6	-7	18	-2
42	CC[C@H](C)[C@H](NC(=O)OCc1ccccc1)C(=O)OCC(=O)N1CCN(c2ccc(OC)cc2)CC1	-4	3	/	-0.3	1	/	1	/	/
43	COc1ccc(C2NN=C(c3c[nH]c4ccccc34)C2O)cc1 (stereo unspecified)	-10	-2	93	2.5	2	-9	-5	/	2
44	Cc1cccc(OCC(=O)Oc2ccc(Cl)cc2)c1	-5	1	/	1.5	16	/	9	/	3
45	Cc1ccc(NC(=O)c2nc3nccc(C)n3n2)c(C)c1	-4	-4	76	5.6	7	-30	7	25	-3
46	COc1ccc(CNC(=O)C(=O)NCCCn2ccnc2)cc1	-3	-2	94	-0.3	13	-10	2	3	1
47	COc1cccc(N2CC(O)=C(c3nc4ccccc4c(=O)[nH]3)C2=N)c1	/	6	108	-1.7	-2	-14	-1	5	4
48	COc1ccccc1N1CCN(C(=O)c2cc(C(C)(C)C)oc2C)CC1	3	6	126	-1.9	-20	-15	16	28	0
49	CCNS(=O)(=O)c1ccc(CCC(=O)NCc2ccccn2)cc1	-8	10	104	-1.1	8	-5	1	3	1
50	CC(C)(C)c1ccc(C(=O)NNC(=O)CCC(=O)Nc2ccccc2)cc1	-2	5	102	2.9	-15	-1	2	9	6
51	CCn1c(Cc2ccccc2)nnc1SCC(=O)c1c(N)n(C2CC2)c(=O)[nH]c1=O	-5	3	/	-0.3	-1	/	4	/	-5
52	O=C(NC1CCCCC1)c1cc(-c2cccc(Cl)c2)on1	-4	2	104	1.2	-2	2	-3	0	4
53	CC(=O)N1N=C(c2ccco2)CC1c1ccc(C)cc1 (stereo unspecified)	-2	-2	135*	0.7	-10	-3	1	23	11
54	Cc1sc2ncnc(N3CCC(C(=O)N(CC(C)C)c4nc5ccccc5s4)CC3)c2c1C	-5	2	/	1.9	5	/	-1	/	-2
55	CCOC(=O)C1CCN(C(=O)C2CCN(c3ncnc4c3nc3n4CCCCC3)CC2)CC1	-5	3	106	-1.8	0	-3	4	21	-2
56	O=C(COc1ccc(/C=N/NC(=O)CSCc2ccc([N+](=O)[O-])cc2)cc1)NCc1ccco1	0	0	101	-3.3	13	7	-6	-2	3
57	COc1ccccc1C(=O)OCCN=C1NS(=O)(=O)c2ccccc21	-8	-1	103	5.0	-3	-14	-7	27	8
58	CCOc1ccccc1Nc1nc2ccccc2n1C(C)C	-3	4	109	1.3	-1	3	-10	56	-7
59	COc1cc2c(cc1OC)CN(C(=S)Nc1ccccc1)CC2	-8	-4	99	-0.5	7	-9	11	46	4
60	CC(C)(C)c1ccc(Cn2nnc3c(=O)[nH]c(C4CCCN(C(=O)c5cccs5)C4)nc32)cc1 (stereo unspecified)	-7	2	100	0.5	25	-17	-1	28	0
61	O=C(CNC(=O)c1ccccc1)NCC(c1ccco1)N1CCCC1 (stereo unspecified)	-3	1	/	-1.0	0	/	4	/	0
62	COc1cc(C(=O)N2CC(C)OC(C)C2)c([N+](=O)[O-])cc1OC (stereo unspecified)	-4	4	101	0.5	4	-10	5	0	-1
63	CCCCCNC(=O)c1ccc2c(=O)n(CCCOCC)c(=S)[nH]c2c1	-2	4	101	0.2	-6	2	2	2	-2

Screening results from PubChem BioAssay.
